Compound activity (PubChem)
CHRM5 PAM – CHRM5 positive allosteric modulation. AID 624038. CHO-K1 hM5, Fluo-8 calcium, ACh EC20 PAM; 0% = ACh EC20, 100% = ACh EC100. 360,000 compounds, 0.3% hits. P08912. activation, % at 3 µM;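 active = activation above the run cutoff, the mean activation of all test compounds plus 3 SD, cut at about 18% in these data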
Target sequence (P08912 whole entry, looked up): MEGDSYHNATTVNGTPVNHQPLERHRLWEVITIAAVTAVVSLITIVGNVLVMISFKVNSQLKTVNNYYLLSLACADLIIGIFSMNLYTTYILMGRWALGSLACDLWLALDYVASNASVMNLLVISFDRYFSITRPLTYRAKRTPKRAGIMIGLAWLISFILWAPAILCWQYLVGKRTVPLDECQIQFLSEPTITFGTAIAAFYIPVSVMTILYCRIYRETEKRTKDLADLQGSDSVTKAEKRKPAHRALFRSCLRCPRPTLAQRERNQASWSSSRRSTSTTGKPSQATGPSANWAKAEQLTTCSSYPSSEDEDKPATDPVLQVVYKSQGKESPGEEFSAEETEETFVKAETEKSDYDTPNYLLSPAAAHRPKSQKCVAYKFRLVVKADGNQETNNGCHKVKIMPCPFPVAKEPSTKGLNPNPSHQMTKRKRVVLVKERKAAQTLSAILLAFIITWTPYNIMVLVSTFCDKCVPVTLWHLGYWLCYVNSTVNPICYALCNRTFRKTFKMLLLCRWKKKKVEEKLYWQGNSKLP
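system = human M5 receptor in CHO-K1 cells | reagent = EC20 acetylcholine as agonist stimulus | compound dosing = single-point, 3 µM nominal | incubation = Fluo-8 loading 80 min at 37 °C plus 30 min room temperature | detection = Fluo-8 calcium dye fluorescence, kinetic read | benchmarks = low control EC20 acetylcholine (0%), high control EC100 acetylcholine (100%)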
CHRM4 PAM – positive allosteric modulators of human muscarinic M4 receptor; activation, % at 3 µM; 360,000 compounds, 0.4% hits; CHO-K1 hM4/Gqi5, Fluo-8 calcium fluorescence, ACh EC20; 0% = ACh EC20, 100% = maximal ACh;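 active = activation above its plate's cutoff, the mean activation of sample wells plus 3 SD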; also: some results filed as inactive read as strong as hits
CHRM4 antagonist – blocks acetylcholine activation of human M4 receptor; 360,000 compounds, 0.73% hits; inhibition, % at 3 µM; CHO-hM4 cells, ACh EC80, Fluo-8 calcium fluorescence;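 active = inhibition above its plate's cutoff, the mean inhibition of sample wells plus 3 SD, cut at about 27% in these data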;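 also: 0% = acetylcholine EC80 with DMSO and 100% = DMSO without agonist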
CHRM1 antagonist – antagonists of human M1 muscarinic receptor; CHO-K1 hM1, Fluo-8 calcium fluorescence, ACh EC80 antagonist; inhibition, % at 3 µM; 360,000 compounds, 1.3% hits; AID 588852;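 active = percent inhibition above its own plate's cutoff, namely the mean of that plate's compound wells plus 3 SD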;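 also: peak over basal fluorescence ratio during 140 s after agonist addition; 0% = ACh EC80 plus DMSO and 100% = DMSO alone without agonist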
CHRM5 agonist – agonists of human muscarinic M5 receptor (CHRM5); activation, % at 3 µM; 360,000 compounds, 0.19% hits; CHO-K1 hM5 cells, Fluo-8 calcium fluorescence; 0% DMSO wells, 100% maximal acetylcholine response; P08912;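 active = activation above the run's mean over test compounds plus 3 SD, cut at about 23% in these data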;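 also: signal is peak over basal fluorescence ratio across the kinetic read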
CHRM1 PAM – human CHRM1 positive allosteric modulation; P11229; CHO-K1 hM1, Fluo-8 calcium fluorescence, ACh EC20; 0% = ACh EC20, 100% = maximal ACh; activation, % at 3 µM; 360,000 compounds, 0.088% hits; AID 588819; in the data active = activation above about 19%, passing the limit was not always enough
CRFR2-BP ag – agonists of human CRF-binding protein/CRF-R2 receptor complex; HEK293 CRF-R2/CRF-BP, calcium dye fluorescence (FLIPR); percent of saturating CRF peptide response; activation, % at 13.2 µM; 350,000 compounds, 0.46% hits;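 active = activation of at least 50%, plus an integration ratio under a set limit after plate pattern correction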;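 also: plate controls were neutral control wells without compound for no effect and CRF at EC100 for full effect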
M5 antag – CHRM5 antagonism in calcium assay; P08912; CHO-hM5 cells, Fluo-8 calcium fluorescence, ACh EC80; inhibition, % at 3 µM; 360,000 compounds, 0.59% hits;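 active = inhibition above a per-plate cutoff, the mean of that plate's test compounds plus 3 SD, cut at about 27% in these data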;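 also: 0% = acetylcholine EC80 with DMSO and 100% = DMSO without agonist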
CHRM4 agonist – agonists of human muscarinic M4 receptor (CHRM4); CHO-K1 hM4/Gqi5, Fluo-8 calcium fluorescence; vehicle 0%, full acetylcholine response 100%; P08173; 360,000 compounds, 0.14% hits; activation, % at 3 µM; AID 624127;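 active = activation above the run mean over all test wells plus 3 SD, cut at about 32% in these data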;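 also: peak over basal fluorescence ratio per well then scaled between controls; 0% = DMSO wells and 100% = acetylcholine at EC100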
Starred values were filed as active, the others as inactive.

| CHRM4 PAM | CHRM5 PAM | CRFR2-BP ag | CHRM5 agonist | CHRM4 antagonist | CHRM1 antagonist | M5 antag | CHRM4 agonist | CHRM1 PAM | structure |
| --- | --- | --- | --- | --- | --- | --- | --- | --- | --- |
| -7 | 0 | -0.2 | 2 | 5 | 3 | 1 | 1 | 2 | O=C(CCc1ccccc1)Nc1ccc(S(=O)(=O)N2CCCC2)cc1 |
| -4 | -3 | 0.3 | -4 | 5 | 4 | 0 | 0 | 4 | Cc1ccc2cc(C#N)c(NCc3ccco3)nc2c1 |
| 1 | 2 | -6.8 | -2 | 0 | -13 | -3 | 1 | 10 | CCOc1ccccc1N=Cc1c(O)n(C)c(=O)n(C)c1=O |
| -10 | -12 | -4.5 | -1 | 13 | -8 | 25 | -2 | 13 | Cc1cccc(C(C)C)c1-n1nnnc1-c1ccccc1 |
| 3 | 3 | 0.4 | 0 | 4 | -18 | -4 | 1 | 8 | CCOC(=O)C1C(=O)OC2(CCOC(C)(C)C2)C1C(=O)OCC (stereo unspecified) |
| 0 | 0 | 0.0 | -1 | 0 | -8 | 4 | 0 | 6 | COc1ccc(-c2nn(-c3ccccc3)cc2/C=C2/SC(=S)N(CCCC(=O)O)C2=O)c(C)c1 |
| -6 | -9 | 0.7 | 6 | -11 | 6 | -1 | 15 | -12 | Cc1onc(-c2ccccc2)c1C(=O)OCC(=O)Nc1ccc(C#N)cc1 |
| 17 | 16 | -2.0 | 1 | 0 | -11 | -4 | 1 | 18 | COc1cc(/C=N/Nc2ccc(F)cc2F)cc(OC)c1O |
| 5 | 2 | 2.6 | 1 | 9 | -5 | 6 | 1 | 0 | O=C(c1ccc(S(=O)(=O)Nc2ccccc2)cc1)N1CCOCC1 |
| 0 | 2 | 1.3 | -1 | 2 | 5 | 8 | 1 | 0 | O=C(COc1ccc(Br)cc1)N/N=C1/SCC(=O)N1Cc1ccco1 |
| -8 | -9 | -1.9 | 6 | -4 | 7 | 10 | 15 | 0 | CCCCC(=O)Nc1ccc(C(=O)Nc2nc(CC(=O)OCC)cs2)cc1 |
| -4 | 8 | 3.3 | 2 | -3 | -9 | 5 | 0 | 7 | O=C(Nc1nccs1)c1nc[nH]c1C(=O)N1CCN(c2ccccc2)CC1 |
| -8 | -12 | 3.4 | -1 | 9 | 2 | 15 | 0 | 0 | CC(c1n[nH]c(=S)n1-c1ccc(Cl)cc1)N(C)C (stereo unspecified) |
| -3 | -2 | 1.2 | -1 | 9 | 5 | 3 | 3 | 0 | CCN(CC(=O)NC(C)(C)C)Cc1cc(=O)n2c(-c3ccccc3)csc2n1 |
| -6 | -13 | -0.3 | 0 | -8 | 8 | 10 | 16 | -15 | O=C(N/N=C/c1ccncc1)c1ccc2c(c1)OCO2 |
| -3 | -5 | 0.8 | 1 | 3 | -4 | 2 | 2 | 4 | CCCCn1c(SCC(=O)OC)nc2c1c(=O)n(C)c(=O)n2C |
| 9 | 5 | -0.7 | -1 | 7 | 2 | -5 | 0 | 2 | CCOc1cc2c(cc1OCC)C(c1ccc(OC)cc1)N(c1ccccc1)C(=O)C2 (stereo unspecified) |
| 6 | 14 | 1.9 | 4 | -14 | 3 | -10 | 0 | 11 | Cc1c(NC(=O)C(C)Oc2cccc(F)c2)c(=O)n(-c2ccccc2)n1C (stereo unspecified) |
| -5 | -18 | -0.6 | -4 | 10 | 0 | 2 | 1 | 2 | CCOC(=O)C1CCN(C(=O)CSc2ccccc2)CC1 |
| 13 | 1 | 1.1 | -1 | 0 | -41 | 2 | 1 | 12 | Cn1c(NCCN2CCCCC2)cc(=O)n(C)c1=O |
| 4 | 1 | 2.9 | 0 | -13 | -12 | 3 | 5 | 12 | CC(C)(C)OC(=O)CN1C(=O)NC(Cc2c[nH]c3ccccc23)C1=O (stereo unspecified) |
| 3 | 4 | -1.4 | 0 | -3 | -11 | 3 | 0 | 5 | CC(=O)c1cccc(NC(=O)C2CCN(S(=O)(=O)c3c(C)n[nH]c3C)CC2)c1 |
| 7 | 3 | 11 | 0 | 1 | -9 | -7 | 0 | 5 | COc1ccc(C/C(N)=N/OC(=O)Cc2ccccc2)cc1OC |
| 5 | 8 | -0.6 | -1 | -12 | -3 | -12 | 1 | 5 | O=c1cc(N2CCN(c3ccc(F)cc3)CC2)[nH]c(=O)n1C1CCCCC1 |
| -5 | -4 | -1.0 | -2 | 9 | -3 | 18 | 2 | 2 | COc1ccc2nc(-c3ccccc3)nc(SCC(=O)NCC3CCCO3)c2c1 (stereo unspecified) |
| -8 | -1 | -0.3 | -10 | 13 | 4 | 5 | -1 | -11 | Cc1ccc(C)c(CN2CCC(CNC(=O)CCc3nnc4ccc(N5CCCCC5)nn34)CC2)c1 |
| 6 | 5 | 0.0 | 2 | -5 | -6 | -3 | 0 | 13 | O=C(CSc1nnc(Nc2ccccc2F)s1)NC1CCS(=O)(=O)C1 (stereo unspecified) |
| -2 | -6 | 8.3 | 2 | -9 | -11 | 15 | 6 | 5 | Cn1c(=O)oc2cc(S(=O)(=O)Nc3ccc(Cl)cc3)ccc21 |

Part of the list above in order of SMILES length, highest first.
| CHRM4 PAM | CHRM5 PAM | CRFR2-BP ag | CHRM5 agonist | CHRM4 antagonist | CHRM1 antagonist | M5 antag | CHRM4 agonist | CHRM1 PAM | structure |
| --- | --- | --- | --- | --- | --- | --- | --- | --- | --- |
| -8 | -1 | -0.3 | -10 | 13 | 4 | 5 | -1 | -11 | Cc1ccc(C)c(CN2CCC(CNC(=O)CCc3nnc4ccc(N5CCCCC5)nn34)CC2)c1 |
| 3 | 4 | -1.4 | 0 | -3 | -11 | 3 | 0 | 5 | CC(=O)c1cccc(NC(=O)C2CCN(S(=O)(=O)c3c(C)n[nH]c3C)CC2)c1 |
| 9 | 5 | -0.7 | -1 | 7 | 2 | -5 | 0 | 2 | CCOc1cc2c(cc1OCC)C(c1ccc(OC)cc1)N(c1ccccc1)C(=O)C2 (stereo unspecified) |
| -3 | -2 | 1.2 | -1 | 9 | 5 | 3 | 3 | 0 | CCN(CC(=O)NC(C)(C)C)Cc1cc(=O)n2c(-c3ccccc3)csc2n1 |
| 6 | 14 | 1.9 | 4 | -14 | 3 | -10 | 0 | 11 | Cc1c(NC(=O)C(C)Oc2cccc(F)c2)c(=O)n(-c2ccccc2)n1C (stereo unspecified) |
| 4 | 1 | 2.9 | 0 | -13 | -12 | 3 | 5 | 12 | CC(C)(C)OC(=O)CN1C(=O)NC(Cc2c[nH]c3ccccc23)C1=O (stereo unspecified) |
| 6 | 5 | 0.0 | 2 | -5 | -6 | -3 | 0 | 13 | O=C(CSc1nnc(Nc2ccccc2F)s1)NC1CCS(=O)(=O)C1 (stereo unspecified) |
| -3 | -5 | 0.8 | 1 | 3 | -4 | 2 | 2 | 4 | CCCCn1c(SCC(=O)OC)nc2c1c(=O)n(C)c(=O)n2C |
| 7 | 3 | 11 | 0 | 1 | -9 | -7 | 0 | 5 | COc1ccc(C/C(N)=N/OC(=O)Cc2ccccc2)cc1OC |
| -6 | -13 | -0.3 | 0 | -8 | 8 | 10 | 16 | -15 | O=C(N/N=C/c1ccncc1)c1ccc2c(c1)OCO2 |
| -5 | -18 | -0.6 | -4 | 10 | 0 | 2 | 1 | 2 | CCOC(=O)C1CCN(C(=O)CSc2ccccc2)CC1 |
| 13 | 1 | 1.1 | -1 | 0 | -41 | 2 | 1 | 12 | Cn1c(NCCN2CCCCC2)cc(=O)n(C)c1=O |

Record cards, from the list above. Order of screens: CHRM4 PAM, CHRM5 PAM, CRFR2-BP ag, CHRM5 agonist, CHRM4 antagonist, CHRM1 antagonist, M5 antag, CHRM4 agonist, CHRM1 PAM
Results for Cc1c(NC(=O)C(C)Oc2cccc(F)c2)c(=O)n(-c2ccccc2)n1C (stereo unspecified) = 6, 14, 1.9, 4, -14, 3, -10, 0, 11
Results for CCCCn1c(SCC(=O)OC)nc2c1c(=O)n(C)c(=O)n2C = -3, -5, 0.8, 1, 3, -4, 2, 2, 4
